PPARg SRC1 recr: PPARgamma agonists recruiting SRC-1 coactivator, primary screen, biochemical; Peroxisome proliferator-activated receptor gamma (Homo sapiens), P37231; PPARgamma-SRC-1 coactivator recruitment biochemical assay; activation, % at 8 µM; 0.41% of 200,000 active; AID 631, 2007; in the data active = activation above about 19%;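 note: 0% = DMSO and 100% = reference agonist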
PMI act hi M6P: human PMI activators, high substrate, primary screen, biochemical, fluorescence intensity, near-saturating mannose 6-phosphate. AID 1216, 2008. activation factor at 20 µM. 0.34% of 190,000 active. Mannose-6-phosphate isomerase (Homo sapiens), P34949. coupled PMI enzyme assay, resazurin fluorescence, 20 min; stronger effect = higher value; 1 = untreated enzyme, 0 = substrate-free blank;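 active = activation factor of 2 or more at 20 µM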
Target sequence (P34949 whole entry, looked up): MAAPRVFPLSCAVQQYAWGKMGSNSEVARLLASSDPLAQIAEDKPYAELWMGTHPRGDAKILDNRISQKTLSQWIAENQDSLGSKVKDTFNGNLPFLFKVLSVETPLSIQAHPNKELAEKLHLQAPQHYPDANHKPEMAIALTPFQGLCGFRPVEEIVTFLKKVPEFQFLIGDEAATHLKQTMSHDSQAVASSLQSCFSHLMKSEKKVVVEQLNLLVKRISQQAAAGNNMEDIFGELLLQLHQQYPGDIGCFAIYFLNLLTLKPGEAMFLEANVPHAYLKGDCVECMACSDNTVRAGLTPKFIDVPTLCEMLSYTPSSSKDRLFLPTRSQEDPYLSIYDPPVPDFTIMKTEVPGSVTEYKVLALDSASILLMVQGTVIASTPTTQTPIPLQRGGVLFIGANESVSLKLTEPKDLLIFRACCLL
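assay system = human phosphomannose isomerase with PGI, G6PDH, diaphorase coupling enzymes | quantity = 15 ng/mL PMI | incubation = enzyme reaction with compound 20 min at room temperature | medium = HEPES pH 7.4 buffer with MgCl2 and Tween-20 | compound dosing = one concentration, 20 µM, in 1% DMSO | measured by = Diaphorase-driven resazurin-to-resorufin fluorescence, excitation 544, emission 590 nm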
TR-FRET SRC-2 ct: TR-FRET signal artefacts, primary screen, artefact control for PPARgamma SRC-2 agonist project, biochemical; TR-FRET artefact counter-screen; stronger effect = higher value; TR-FRET ratio at 8 µM; 0.4% of 200,000 active; AID 1049, 2008; in the data active = TR-FRET ratio above about 2000; note: inactives centre near 1500
S1P3 antag: S1P3 receptor antagonists, primary screen, cell-based. Sphingosine 1-phosphate receptor 3 (Homo sapiens), Q99500. CHO S1P3 NFAT-BLA reporter, FRET fluorescence, antagonist mode. inhibition, % at 4.98 µM. 0.27% of 170,000 active. AID 485, 2006;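 active = inhibition above the plate cutoff, the mean inhibition of test wells on that plate plus 3 SD, cut at about 28% in these data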;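 note: cells challenged with S1P at its EC80 of 0.8 µM; blue over green emission ratio from cleaved BLA substrate after 4 h stimulation; 0% = S1P-stimulated wells and 100% = unstimulated DMSO-only wells; some compounds past the cut are filed as inactive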
Target sequence (Q99500 whole entry, looked up): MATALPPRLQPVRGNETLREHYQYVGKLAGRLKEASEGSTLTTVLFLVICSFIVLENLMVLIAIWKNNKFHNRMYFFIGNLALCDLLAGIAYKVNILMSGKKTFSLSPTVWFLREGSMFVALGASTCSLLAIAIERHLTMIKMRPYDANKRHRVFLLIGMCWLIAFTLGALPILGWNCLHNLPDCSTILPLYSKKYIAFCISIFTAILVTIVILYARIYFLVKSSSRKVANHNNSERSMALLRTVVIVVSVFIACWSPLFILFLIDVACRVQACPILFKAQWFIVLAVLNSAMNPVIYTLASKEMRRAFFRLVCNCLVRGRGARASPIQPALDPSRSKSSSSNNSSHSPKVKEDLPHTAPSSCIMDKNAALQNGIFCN
G6PDH counter: L. mesenteroides G6PDH inhibitors, counter-screen for G6PDH-coupled screening assays, biochemical, Leuconostoc mesenteroides enzyme | glucose-6-phosphate dehydrogenase [Leuconostoc mesenteroides] | Purified L. mesenteroides G6PDH, diaphorase/resazurin coupled fluorescence, 45 min | AID 1020, 2008 | inhibition, % at 5 µM | 0.12% of 200,000 active; in the data active = inhibition above about 50%
ROMK mod: ROMK potassium channel modulators, primary screen, cell-based, thallium flux, MLSMR library | ATP-sensitive inward rectifier potassium channel 1 (Homo sapiens), P48048 | Tet-inducible ROMK, thallium flux fluorescence; actives lie on both sides | B-score at 10 µM | 2% of 130,000 active | AID 1918, 2009;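 active = signal ratio slope over the read window, or its plate-corrected B-score, at least 3 SD from the plate mean, either direction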;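 note: B-score of the F/F0 ratio slope over 7 to 12 s after thallium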
PMI activator: activators of human PMI, primary screen, biochemical, fluorescence intensity, near-Km mannose 6-phosphate | Mannose-6-phosphate isomerase (Homo sapiens), P34949 | purified human PMI, coupled resazurin fluorescence, 20 min; stronger effect = higher value; 1 = vehicle control, 0 substrate-free wells | activation factor at 20 µM | 0.005% of 190,000 active;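 active = activation factor of 2 or more at 20 µM, relative to plate controls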
PPARg SRC-3 ag: PPARgamma agonists recruiting SRC-3 coactivator, primary screen, biochemical; Peroxisome proliferator-activated receptor gamma (Homo sapiens), P37231; biochemical PPARgamma/SRC-3 coactivator recruitment assay; activation, % at 8 µM; 0.26% of 200,000 active; in the data active = activation above about 23%;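 note: 0% = DMSO and 100% = reference agonist; some compounds past the cut are filed as inactive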
PPARg SRC-2 ag: agonists of PPARg-SRC-2 recruitment, primary screen, biochemical, HTS; AID 1032, 2008; Peroxisome proliferator-activated receptor gamma (Homo sapiens), P37231; activation, % at 8 µM; PPARgamma LBD-SRC-2 recruitment; 0.34% of 200,000 active; in the data active = activation above about 22%;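 note: 0% = vehicle and 100% = reference agonist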
Diaph act CS: compounds boosting diaphorase resazurin reduction – biochemical, uHTS, resorufin fluorescence, counter-screen for diaphorase-coupled primary assays, primary screen. activation factor at 20 µM. 0.005% of 190,000 active. AID 1229, 2008. Diaphorase/resazurin coupled assay, 16 min; stronger effect = higher value; 1 = vehicle wells, 0 = NADH-free wells;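 active = diaphorase activity raised at least twofold by the compound at 20 µM; inactive = activation factor below 2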
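Material: bacterial diaphorase enzyme (C. kluyveri); amount: enzyme 0.07 U/mL final; reagent: NADH substrate 0.114 mM plus resazurin dye 0.1 mM, final; doses: single compound dose of 20 µM, 1% DMSO final; timing: 16 min enzyme reaction, ambient temperature; measured by: fluorescence of resorufin, 544 nm excitation, 590 nm emission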
Diaphorase inh: diaphorase inhibitors and chemical oxidizers, primary screen, counter-screen for diaphorase-coupled primary assays, biochemical, uHTS, resorufin fluorescence; inhibition, % at 20 µM; AID 1217, 2008; 0.69% of 190,000 active; diaphorase resazurin-to-resorufin fluorescence, NADH, 16 min; bacterial (C. kluyveri) enzyme, not human;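 active = primary screen inhibition at 20 µM above a set limit, cut at about 50% in these data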;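 note: plate controls were DMSO with full reaction for no effect and wells lacking NADH for full effect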
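Test system: diaphorase enzyme from Clostridium kluyveri; amount: diaphorase at 0.14 U/mL in enzyme working solution; detection: fluorescence of resorufin formed from resazurin, Ex 544/Em 590 nm; times: reaction incubation of 16 min at room temperature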
Numbers without * were called inactive; . = not tested or not shown.

SMILES	PPARg SRC1 recr	PMI act hi M6P	TR-FRET SRC-2 ct	S1P3 antag	G6PDH counter	ROMK mod	PMI activator	PPARg SRC-3 ag	PPARg SRC-2 ag	Diaph act CS	Diaphorase inh
CCOC(=O)c1nn(-c2ccccc2)c(=O)cc1SC(C)CC (centres undefined)	1	1	1606	.	0	.	1.1	-1	11	0.9	11
NC(=O)c1ccsc1NC(=O)CSc1nnc(Nc2ccccc2)s1	-8	0.9	1525	7	6	-1.2	1	-1	-2	0.9	12
Cc1cc(OCC(=O)N[C@@H](Cc2ccccc2)c2nc3ccccc3[nH]2)ccc1Cl	8	0.7	1617	-20	-12	.	0.9	0	12	0.9	13
CCN(Cc1ccccc1)S(=O)(=O)c1cc(C(=O)c2c(N)n(C)c(=O)n(C)c2=O)ccc1OC	-2	1	1544	-9	0	-0.29	1.1	7	0	0.9	9
COc1ccc(CC(=O)OCc2cc3cccc(C)c3[nH]c2=O)cc1	5	1.1	1407	-1	1	-0.098	1	-13	-8	1	-5
Cc1ccc(-n2nnnc2SCCNS(=O)(=O)c2ccccc2)cc1C	-7	0.8	1502	13	-2	.	0.8	1	-1	0.8	24
Cc1ccc(S(=O)(=O)c2ccc(NN)cc2)cc1	4	2.5*	1572	-20	2	1.3	1.8	5	7	0.9	6
COCCNC(=O)CCCCCn1c(=S)[nH]c2ccccc2c1=O	0	1.1	1594	.	-4	.	1	7	1	1	4
O=C(Cn1cccc1C(=O)c1ccccc1)NCc1ccc(Cl)cc1	5	1.1	1459	-13	5	-0.41	1.1	6	-8	0.9	6
CCOc1ccccc1C1N=C(c2ccc(OC)cc2)CC(c2ccccc2O)N1 (centres undefined)	1	0.9	1451	-6	-3	-3.1	0.9	6	0	0.9	7
O=C(Nc1nnc(-c2ccco2)o1)c1cccc2ccccc12	-1	1.1	1645	-1	-2	.	1	-1	7	1	2
Cc1ccc(Cl)cc1NC(=O)C[n+]1ccc(Cc2ccc([N+](=O)[O-])cc2)cc1	5	0.4	1791	-35	29	-0.4	1	7	8	0.9	11
c1ccc(-n2nnnc2Oc2cccc3cccnc23)cc1	-6	1.1	1318	2	-7	.	1	-4	1	1.1	-6
Cc1ccc(NC2(C(F)(F)F)N=C(c3ccccc3)NC2=O)nc1 (centres undefined)	4	0.9	1419	0	-7	.	0.9	1	2	0.8	18
COc1ccc(CCNC(=O)c2cnccn2)cc1	.	1	.	-8	2	.	1	.	.	0.8	18
O=C(O)CP(=O)(c1ccccc1)c1ccccc1	-4	1	1539	10	14	-0.038	0.9	-2	1	0.9	11
COc1ccc(C(=O)Nc2ccc3c4c(cccc24)CC3)cc1	-13	0.9	1568	.	-1	.	0.9	-6	-4	0.9	13
Cc1c(N)cc[n+](CC(=O)c2ccccc2)c1C	6	1	1691	2	12	.	1.1	2	4	0.9	13
Cc1ccsc1C1C2=C(CCCC2=O)Nc2ncnn21 (centres undefined)	6	0.9	1382	.	3	0.47	0.9	4	0	0.9	6
Cc1cc(-c2nnc(SCC(=O)Nc3ccccn3)o2)no1	10	1	1696	-27	1	-0.77	1	3	7	0.9	7
CSC1=NSC2=NC(=O)/C(=C\c3cccs3)C(=N)N12	5	1.2	1724	17	-4	-0.75	1.1	0	16	0.9	11
Cc1ccc(C2CCN(C(=S)Nc3cccc(Cl)c3)C2)cc1 (centres undefined)	4	0.9	1583	-10	4	1.5	0.8	-4	6	0.8	20
Fc1ccc(CSc2ncnc3sc4c(c23)CCCC4)cc1	1	1	1367	.	0	.	1	-13	-1	0.9	11
COc1ccc(/C(O)=C2/C(=O)C(=O)N(Cc3cccnc3)C2c2ccco2)cc1OC (centres undefined)	-4	0.8	1651	.	6	.	0.9	15	3	0.8	21
CCCS(=O)(=O)Nc1c(C(=O)O)[nH]c2ccccc12	4	1.1	1547	-34	25	.	1	5	11	0.9	10
Other records follow:
SMILES	PPARg SRC1 recr	PMI act hi M6P	TR-FRET SRC-2 ct	S1P3 antag	G6PDH counter	ROMK mod	PMI activator	PPARg SRC-3 ag	PPARg SRC-2 ag	Diaph act CS	Diaphorase inh
CCOC(=O)c1c(N)sc2c1CCC(C)C2 (centres undefined)	12	0.8	1844	-12	6	.	0.8	8	3	0.8	22
Cc1cc(/C=N/NC(=O)C(O)(c2ccccc2)c2ccccc2)c(C)n1-c1ccccc1	1	0.8	1530	7	23	2.7*	0.8	-3	15	0.8	21
O=C(CCN1CCCCC1)NNC(=S)NC(=O)c1ccc(Br)cc1	0	0.9	1796	-21	4	-0.46	0.9	5	-2	0.7	34
O=C1Nc2ccccc2/C1=N/N=C/c1ccc(-c2ccc([N+](=O)[O-])cc2)o1	-3	1.1	1607	-11	-2	0.27	1	1	7	1	0
O=S(=O)(Cc1ccccc1)NCc1cccnc1	4	0.9	1549	-20	-21	0.54	0.9	7	-6	0.8	16
O=C(CS(=O)(=O)Cc1ccccc1)Nc1nc2ccccc2s1	1	0.9	1270	.	0	.	0.9	1	-7	0.9	10
COc1ccc(S(=O)(=O)N2CCCC(C(=O)NCc3ccncc3)C2)cc1 (centres undefined)	-4	1	1546	0	5	0.92	1	2	12	1	-3
CCn1c(SCC(=O)Nc2nc(-c3ccccc3)cs2)nc2c1c(=O)n(C)c(=O)n2C	4	0.9	1618	9	9	0.45	0.9	-1	-1	0.9	11
Cc1cc(C(=O)COC(=O)c2ccccc2O)c(C)n1Cc1cccs1	4	0.9	1600	.	-1	0.084	0.9	2	2	0.8	25
O=C(c1ccc(S(=O)(=O)c2cccc(Cl)c2)c([N+](=O)[O-])c1)N1CCN(c2ccccn2)CC1	1	0.8	1610	-10	7	-1.5	0.9	2	-5	0.9	12
Cc1ccc(NC(=O)C(=O)NCCN2CCN(S(C)(=O)=O)CC2)cc1	4	1	1530	-21	10	-0.31	1	1	3	1	0
O=C(NCCc1cccs1)C1CC(c2cccc([N+](=O)[O-])c2)=NO1 (centres undefined)	4	1.1	1581	.	4	-0.029	1.1	13	9	1.1	-8
COc1ccc2c(c1)c(=O)cc(C)n2CC(=O)NCc1ccco1	2	1	1437	-4	0	-0.27	1	4	2	1	0
CC(C)Cc1ccc(C#N)c(SCC(N)=O)n1	7	1	1780	-10	-6	-0.095	1	4	7	0.8	20
NC(=O)C1=C[C@@H](c2ccc(C(F)(F)F)cc2)C[C@@H](OCCCCO)O1	2	0.4	1500	-14	18	.	0.8	8	8	0.6	38
O=C(CN1C(=O)C2CC=CCC2C1=O)Nc1nnc(SCc2c(Cl)cccc2Cl)s1 (centres undefined)	1	1.1	1508	.	-3	0.3	1	-2	-4	1.1	-7
CC(=O)N1CCN(C(=O)c2ccc(-n3c(C)ccc3C)cc2)CC1	1	1	1613	1	-6	.	0.9	-5	1	1	2
CC(=O)N1CCc2cc(S(=O)(=O)NC(CC(C)C)C(=O)Nc3ccc4c(c3)OCCO4)ccc21 (centres undefined)	7	1	1526	4	14	.	0.9	0	2	0.9	13
CCc1nc(-c2cc3ccc(C)cc3[nH]c2=O)no1	11	1	1728	-10	6	.	1	13	2	1	0
O=C(CCOc1ccccc1)NCc1ccccc1	-3	1	1515	1	-15	.	1	13	-3	0.9	8
O=C(COn1nnc2ccc(S(=O)(=O)N3CCOCC3)cc21)Nc1c(F)c(F)c(F)c(F)c1F	4	0.9	1423	-13	-1	.	1	2	0	0.7	26
CCc1nnc(NC(=O)c2ccc(S(=O)(=O)N3CCCc4ccccc43)cc2)o1	-3	1.1	1534	.	16	-0.16	1.1	-14	-2	0.9	10
Cc1cc(NC(=O)c2ccc(C)s2)n(-c2nc3ccccc3[nH]2)n1	1	1	1301	0	9	-0.023	1	1	4	0.9	6

Among those listed so far, 8 have an aryl thioether with sulfur outside any ring.
SMILES	PPARg SRC1 recr	PMI act hi M6P	TR-FRET SRC-2 ct	S1P3 antag	G6PDH counter	ROMK mod	PMI activator	PPARg SRC-3 ag	PPARg SRC-2 ag	Diaph act CS	Diaphorase inh
CCOC(=O)c1nn(-c2ccccc2)c(=O)cc1SC(C)CC (centres undefined)	1	1	1606	.	0	.	1.1	-1	11	0.9	11
NC(=O)c1ccsc1NC(=O)CSc1nnc(Nc2ccccc2)s1	-8	0.9	1525	7	6	-1.2	1	-1	-2	0.9	12
Cc1ccc(-n2nnnc2SCCNS(=O)(=O)c2ccccc2)cc1C	-7	0.8	1502	13	-2	.	0.8	1	-1	0.8	24
Cc1cc(-c2nnc(SCC(=O)Nc3ccccn3)o2)no1	10	1	1696	-27	1	-0.77	1	3	7	0.9	7
Fc1ccc(CSc2ncnc3sc4c(c23)CCCC4)cc1	1	1	1367	.	0	.	1	-13	-1	0.9	11
CCn1c(SCC(=O)Nc2nc(-c3ccccc3)cs2)nc2c1c(=O)n(C)c(=O)n2C	4	0.9	1618	9	9	0.45	0.9	-1	-1	0.9	11
CC(C)Cc1ccc(C#N)c(SCC(N)=O)n1	7	1	1780	-10	-6	-0.095	1	4	7	0.8	20
O=C(CN1C(=O)C2CC=CCC2C1=O)Nc1nnc(SCc2c(Cl)cccc2Cl)s1 (centres undefined)	1	1.1	1508	.	-3	0.3	1	-2	-4	1.1	-7

Bioassay records from PubChem.
